Screens: PubChem, several laboratories
NTR1 ag – agonists of NTR1, primary screen, imaging, U2OS cells, beta-arrestin-GFP, high content (AID 493036); Neurotensin receptor type 1 (Homo sapiens), P30989; NTR1-U2OS beta-arrestin-GFP spot imaging, agonist mode; activation, % at 20 µM; 330,000 tested, 0.17% active;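 active = activation at or above 40% of the spot to cytoplasm intensity ratio, with at least 20 cells analyzed; inconclusive = wells under 20 cells, flagged as cytotoxic or low count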;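 also: 0% = DMSO without peptide and 100% = 100 nM NTR1 peptide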
Target sequence (P30989 whole entry, looked up): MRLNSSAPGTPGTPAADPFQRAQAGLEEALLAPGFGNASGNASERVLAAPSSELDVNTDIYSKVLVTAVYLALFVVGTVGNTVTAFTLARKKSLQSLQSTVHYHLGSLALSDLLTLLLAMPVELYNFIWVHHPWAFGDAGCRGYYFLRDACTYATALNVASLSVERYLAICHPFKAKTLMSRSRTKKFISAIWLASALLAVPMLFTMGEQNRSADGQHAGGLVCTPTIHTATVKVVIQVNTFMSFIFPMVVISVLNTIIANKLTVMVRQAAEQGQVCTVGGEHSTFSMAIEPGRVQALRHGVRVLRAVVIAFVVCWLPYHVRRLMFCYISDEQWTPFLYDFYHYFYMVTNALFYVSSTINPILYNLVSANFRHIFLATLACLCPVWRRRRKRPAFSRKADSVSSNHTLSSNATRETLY
UTI89 phage lysis – inhibition of K1F phage lysis, E. coli UTI89, bacterial capsule biogenesis inhibitors, alamar blue (AID 488966) | one-dose inhibition, % at 100 µM; IC50 in µM for titrated hits | 340,000 tested, 0.02% active | E. coli UTI89 K1F phage lysis, alamar blue, 2 h; higher % means a stronger effect;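 active = phage lysis inhibition, versus mean bacterial control, above a set limit; inconclusive = no clear call, values can overlap the other calls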;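 also: capsule biogenesis inhibitors block K1F phage lysis so surviving cells raise fluorescence; higher fluorescence means more inhibition of phage lysis; actives were called in the ten point dose series up to 300 µM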
WT yeast gro inh – growth inhibition of WT strain, primary screen, mitochondrial fusion inhibitor project, WT and mutant strains, chemical genetic | mitochondrial fusion phenotypic screen | 190,000 tested, 2.1% active | inhibition, % at 10 µM; in the data active = inhibition above about 58%; tested in S. cerevisiae
LYP inhibition – inhibitors of LYP phosphatase, biochemical, fluorescence intensity, uHTS (AID 1779); recombinant LYP phosphatase, fluorescence intensity; higher % means a stronger effect; inhibition, % at 11.5 µM, or IC50 in µM where a hit was titrated; 290,000 tested, 0.054% active; Tyrosine-protein phosphatase non-receptor type 22 (Homo sapiens); in the data active = inhibition above about 50%;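 also: plate controls were vehicle with enzyme for no effect and no enzyme for full effect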
GPR35 antagonists – GPR35 antagonists blocking zaprinast-driven arrestin recruitment, primary screen, imaging, U2OS, beta-arrestin-GFP, zaprinast agonist (AID 2058); G-protein coupled receptor 35 (Homo sapiens); U2OS GPR35 beta-arrestin-GFP translocation imaging, zaprinast antagonism; higher % means a stronger effect; inhibition, % at 10 µM, or IC50 in µM where a hit was titrated; 290,000 tested, 0.052% active;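 active = inhibition of at least 50% with at least 30 cells and total cytoplasm GFP at most 10,000,000; inconclusive = under 30 cells or total GFP of 10,000,000 plus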
RSV antiviral HEp-2 – RSV antiviral activity via CPE protection, HEp-2 cells, primary 10 µM value included (AID 2391); HEp-2 cells, RSV-induced CPE inhibition; higher % means a stronger effect; CPE inhibition, % at 10 µM, or IC50 in µM where a hit was titrated; 310,000 tested, 0.13% active; in the data active = a potency from the dose series; inconclusive = CPE inhibition mostly from about 23% at the one dose, without a potency; inactive = the rest, 99 in 100 with CPE inhibition below about 21%; also: strong numbers were not always called active
NS5 inhibitors – Dengue-2 NS5 methyltransferase inhibitors, primary screen, biochemical, confirmation dose response (AID 588689). Genome polyprotein (Dengue virus type 2 (strain 16681-PDK53)). Dengue-2 NS5 methyltransferase capping enzyme assay, biochemical; higher % means a stronger effect. inhibition, % at 25 µM; hits with a dose series show IC50 in µM. 340,000 tested, 0.3% active; in the data active = a potency from the dose series; inconclusive = inhibition above about 29% without an active follow-up result
AID2073 – inhibitors of Mint1-CaV2.2 protein interaction, biochemical, HTRF (AID 2073); HTRF protein-protein interaction, Mint1-CaV2.2; higher % means a stronger effect; Voltage-dependent N-type calcium channel subunit alpha-1B (Homo sapiens); one-dose inhibition, % at 20 µM; IC50 in µM for titrated hits; 290,000 tested, 0.19% active; in the data active = inhibition mostly above about 51%, no sharp cut-off; inconclusive = no clear call, values can overlap the other calls; inactive = mostly below about 53%; also: some results filed as inactive read as strong as hits
Autophagy HCS – autophagy modulators in MEF cells, primary screen, imaging, high-content, MEF GFP-LC3; MEF GFP-LC3 puncta imaging; test concentration mostly 10 µM; calls only at 10 µM (by protocol); 190,000 tested, 0.98% active;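 active = percentage of spot-positive cells more than 3 SD above its plate mean, without a fluorescence outlier flag or 80% toxicity; inconclusive = no clear call, values can overlap the other calls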;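 also: spot-positive cell cutoff set from DMSO-treated cells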
WT yeast gro inh mutant strain – second read-out of WT yeast gro inh, no call of its own (marks repeat the call); inhibition, %; mitochondrial fusion phenotypic screen, mutant strain inhibition
Autophagy HCS cell loss 18 h – further read-out of Autophagy HCS, marked with its call; toxicity, %; measured here: cell loss, nuclei count;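 cell loss after 18 h compound exposure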
NTR1 ag cell count 20 µM – second read-out of NTR1 ag, no call of its own (marks repeat the call); cell count; measured here: cell count, cytotoxicity flag
* = called active by the depositor; i = inactive; ? = inconclusive; . = no result given; [ ] = dose if it differs, or a comment.

smiles	NTR1 ag	NTR1 ag cell count 20 µM	UTI89 phage lysis	WT yeast gro inh	WT yeast gro inh mutant strain	LYP inhibition	GPR35 antagonists	RSV antiviral HEp-2	NS5 inhibitors	AID2073	Autophagy HCS	Autophagy HCS cell loss 18 h
C=CCOC(=O)C1=C[C@H](c2csc3ccccc23)[C@@H](CCCO)[C@H](OCC)O1	6.8	44	-0.8%	34	-7	2%	-7%	4.6%	3%	7%	i	1
C=CCNC(=S)Nc1ccc2nc(C)oc2c1	-0.9	52	0.1%	-6	-1	-6%	1%	1.4%	-3%	2%	i	32
C=CCc1cc2c(oc(=O)c3ccccc32)c(C)c1O	4.6	53	-1.8%	8	25	-6%	9%	0.0%	-1%	10%	i	28
COc1ccc(Cc2noc(CN3CCN(Cc4cccc(Cl)c4)CC3)n2)cc1OC	-0.2	52	0.6%	5	-6	-10%	6%	0.5%	-4%	5%	i	4
O=C(Nc1nc(-c2ccc(F)cc2)cs1)c1cnccn1	1.3	57	1.3%[50 µM]	-3	-13	-10%	-5%	0.7%	-2%	25%	i	-1
CC(C)C(C)NC(=O)COc1ccc(-c2ccccc2)cc1 (centres undefined)	0.6	56	3.0%	13	18	-6%	-3%	11%	-1%	-3%	i	10
O=C(COC(=O)C1CC2CCCC(C1)C2=O)NNC(=O)c1ccc([N+](=O)[O-])cc1 (centres undefined)	-0.4	75	2.5%[50 µM]	.	.	.	.	-1.4%	-1%	.	.	.
NC(=O)C1CCN(c2ccnc3cc(Cl)ccc23)CC1	0.2	45	-0.4%	-5	5	-1%	-6%	2.1%	-10%	-1%	i	23

Additional compounds:
smiles	NTR1 ag	NTR1 ag cell count 20 µM	UTI89 phage lysis	WT yeast gro inh	WT yeast gro inh mutant strain	LYP inhibition	GPR35 antagonists	RSV antiviral HEp-2	NS5 inhibitors	AID2073	Autophagy HCS	Autophagy HCS cell loss 18 h
COc1ccc(C)cc1NC(=S)N1CCOCC1	-0.4	63	2.6%[50 µM]	.	.	-9%	-6%	1.4%	6%	2%	.	.
CCn1cc(/C=C(\NC(=O)c2cc(OC)c(OC)c(OC)c2)C(=O)N2CCN(C)CC2)c2ccccc21	0.6	67	0.1%	.	.	-12%	7%	2.0%	-15%	-1%	.	.
S=C1N(c2ccccc2)C(c2cccc3ccccc23)N2CCCN12 (centres undefined)	1.7	56	-0.9%	9	11	-1%	6%	0.7%	-13%	8%	i	-7
CCc1ccc(CNC(=O)CCc2nnc(CCc3ccc(OC)cc3)o2)nc1	-0.3	94	-0.1%	-5	-4	-10%	1%	0.6%	5%	-18%	i	-9
CCCN1C(=O)SC(CC(=O)Nc2ccccc2)C1=O (centres undefined)	-1.0	102	0.4%	-11	-2	-8%	4%	1.1%	-6%	4%	i	2
Cc1noc(C)c1S(=O)(=O)N1CCCC(C(=O)NCc2ccccc2Cl)C1 (centres undefined)	-1.7	64	0.1%	.	.	-12%	4%	5.9%	-7%	7%	.	.
O=C(CCCNS(=O)(=O)c1cccc2nsnc12)N1CCCCC1	-0.2	73	-0.2%	3	10	6%	4%	1.7%	-7%	24%	i	15
COC(=O)CC(NC(=O)CN1CCN(c2ccc(F)cc2)CC1)c1cccc(F)c1 (centres undefined)	1.7	49	0.1%	.	.	-11%	-1%	1.4%	-7%	8%	.	.

Following part
smiles	NTR1 ag	NTR1 ag cell count 20 µM	UTI89 phage lysis	WT yeast gro inh	WT yeast gro inh mutant strain	LYP inhibition	GPR35 antagonists	RSV antiviral HEp-2	NS5 inhibitors	AID2073	Autophagy HCS	Autophagy HCS cell loss 18 h
O=C(OCC(=O)C12CC3CC(CC(C3)C1)C2)c1ccc(CO)cc1	3.1	90	-0.1%[50 µM]	.	.	.	.	1.7%	2%	.	.	.
N#Cc1ccccc1Sc1ccccc1C(=O)Nc1ccc(Br)cc1	-0.2	91	0.1%	77*	6.5*	-4%	14%	?	1%	-6%	i	4
Cc1ccc(NC(=S)N(CCCN2CCCC2)Cc2cccn2Cc2ccc(Cl)cc2)cc1	27	54	0.1%[50 µM]	84*	31*	0%	-10%	?	-4%	-9%	i	54
CN1/C(=C\C=C2/SC(=S)NC2=O)C(C)(C)c2ccccc21	-1.8	53	-0.3%	48	22	4%	33%	14%	?	21%	i	9
CCCCNC(=O)OCC(CC)NC(=O)OC(C)C (centres undefined)	2.5	45	0.1%	-44	-15	-8%	4%	1.3%	.	-4%	i	7
Cc1c(CCC(=O)N[C@@H](C)C(=O)O)c(=O)oc2c(C)c3oc4c(c3cc12)CCCC4	-1.0	85	-0.1%	.	.	-2%	-3%	1.9%	3%	23%	.	.
COc1ccc(N(CC(=O)N2CCCC2)S(C)(=O)=O)cc1	0.3	49	0.4%	.	.	-6%	-15%	1.0%	5%	3%	.	.
COc1ccc(S(=O)(=O)N2CCCCC2)cc1Br	-0.6	70	4.3%	4	2	-6%	9%	-0.1%	-3%	1%	i	-4

Further results follow:
smiles	NTR1 ag	NTR1 ag cell count 20 µM	UTI89 phage lysis	WT yeast gro inh	WT yeast gro inh mutant strain	LYP inhibition	GPR35 antagonists	RSV antiviral HEp-2	NS5 inhibitors	AID2073	Autophagy HCS	Autophagy HCS cell loss 18 h
CCN(CC)C(=O)c1sc(NC(=O)C(C)C)c(C#N)c1C	0.2	38	0.2%	-10	-15	-5%	3%	0.1%	2%	12%	i	-10
Cc1ccc(/C=C2/SC(=S)N(CCCC(=O)Nc3cc([N+](=O)[O-])ccc3O)C2=O)cc1	1.0	46	-0.1%	.	.	-6%	-7%	13%	-1%	47%	.	.
COc1ccc(S(=O)(=O)NCCSCc2ccco2)cc1Cl	0.3	63	-0.9%	-13	-43	2%	2%	1.8%	14%	1%	i	-6
CSCCC(NC(=O)c1ccccc1)C(=O)O (centres undefined)	-0.8	45	-0.6%	-3	-7	-9%	-7%	-1.8%	-4%	6%	i	10
COc1ccc(C(=O)N/N=C\c2ccc(OC)c(COc3ccccc3Br)c2)c(OC)c1	1.7	64	0.0%	.	.	2%	-17%	7.8%	4%	23%	.	.
O=c1cc(-c2ccccc2)c2c(O)cc(O)cc2o1	-0.3	61	0.4%	.	.	-8%	1%	1.7%	-7%	24%	.	.
Cc1[nH]n(-c2cccc3ccccc23)c(=O)c1/C=N/NC(=O)c1cccc([N+](=O)[O-])c1	3.3	66	0.2%	-2	15	1%	-3%	0.7%	1%	-3%	i	12
CCCCc1cc(=O)oc2cc(OCc3nn[nH]n3)c(Cl)cc12	1.7	53	-0.1%	10	3	0%	5%	-0.4%	0%	10%	i	-5

Rewritten with two lines to a compound: part of the list above.
The line under a structure holds: NTR1 ag	NTR1 ag cell count 20 µM	UTI89 phage lysis	WT yeast gro inh	WT yeast gro inh mutant strain	LYP inhibition	GPR35 antagonists	RSV antiviral HEp-2	NS5 inhibitors	AID2073	Autophagy HCS	Autophagy HCS cell loss 18 h
> COc1ccc(C(=O)N/N=C\c2ccc(OC)c(COc3ccccc3Br)c2)c(OC)c1
    1.7	64	0.0%	.	.	2%	-17%	7.8%	4%	23%	.	.
> CCCCc1cc(=O)oc2cc(OCc3nn[nH]n3)c(Cl)cc12
    1.7	53	-0.1%	10	3	0%	5%	-0.4%	0%	10%	i	-5
> CCN(CC)C(=O)c1sc(NC(=O)C(C)C)c(C#N)c1C
    0.2	38	0.2%	-10	-15	-5%	3%	0.1%	2%	12%	i	-10
> Cc1[nH]n(-c2cccc3ccccc23)c(=O)c1/C=N/NC(=O)c1cccc([N+](=O)[O-])c1
    3.3	66	0.2%	-2	15	1%	-3%	0.7%	1%	-3%	i	12
> COc1ccc(S(=O)(=O)NCCSCc2ccco2)cc1Cl
    0.3	63	-0.9%	-13	-43	2%	2%	1.8%	14%	1%	i	-6

Copied from the entries so far, 3 compounds:
smiles	NTR1 ag	NTR1 ag cell count 20 µM	UTI89 phage lysis	WT yeast gro inh	WT yeast gro inh mutant strain	LYP inhibition	GPR35 antagonists	RSV antiviral HEp-2	NS5 inhibitors	AID2073	Autophagy HCS	Autophagy HCS cell loss 18 h
O=c1cc(-c2ccccc2)c2c(O)cc(O)cc2o1	-0.3	61	0.4%	.	.	-8%	1%	1.7%	-7%	24%	.	.
Cc1[nH]n(-c2cccc3ccccc23)c(=O)c1/C=N/NC(=O)c1cccc([N+](=O)[O-])c1	3.3	66	0.2%	-2	15	1%	-3%	0.7%	1%	-3%	i	12
CCCCc1cc(=O)oc2cc(OCc3nn[nH]n3)c(Cl)cc12	1.7	53	-0.1%	10	3	0%	5%	-0.4%	0%	10%	i	-5

Other records.
smiles	NTR1 ag	NTR1 ag cell count 20 µM	UTI89 phage lysis	WT yeast gro inh	WT yeast gro inh mutant strain	LYP inhibition	GPR35 antagonists	RSV antiviral HEp-2	NS5 inhibitors	AID2073	Autophagy HCS	Autophagy HCS cell loss 18 h
O=c1nccc(N/N=C/c2cccc(O)c2)[nH]1	-0.6	89	0.1%	.	.	4%	-12%	12%	-3%	3%	.	.
CC1(C)CC(=O)C(C(c2ccc(Br)cc2)C2C(=O)CC(C)(C)CC2=O)C(=O)C1	0.1	53	5.9%	.	.	0%	-2%	3.3%	79µM*	15%	.	.
CSCCC(NC(=O)c1ccccc1Br)C(=O)NNC(=O)c1csc(N2CCOCC2)n1 (centres undefined)	0.4	66	1.1%[50 µM]	.	.	.	.	-0.9%	1%	.	.	.
CC1CCCCN1S(=O)(=O)c1ccc2c(c1)CCN2C(=O)CCC(=O)O (centres undefined)	-0.3	68	-0.4%	-5	-7	-8%	8%	-1.4%	2%	2%	i	7
COc1ccc(C(=O)C2CCCN(S(=O)(=O)c3cccnc3)C2)c(C)c1 (centres undefined)	0.1	47	0.1%	-5	-6	-5%	11%	6.9%	0%	-6%	i	-6
CN(C)S(=O)(=O)c1cc(C(=O)NCCCn2ccc3ccccc32)ccc1Cl	-1.0	83	0.3%	3	13	1%	3%	17%	-1%	6%	i	-3
Cc1cccc(-n2c(N)cc(=O)nc2SCC(=O)Nc2nnc(C)s2)c1	-1.2	63	-1.6%	13	-8	-5%	6%	.	-2%	0%	i	2
O=C(CN1C(=O)CSc2ccc(C(F)(F)F)cc21)Nc1ccccc1	1.0	37	0.6%	.	.	-9%	4%	2.5%	-4%	38%	.	.
